Glioma ERSR ind: ER stress response induction in glioma; U87-MG GRP78 promoter luciferase reporter, 16 h; AID 602332; Potency, µM, without a hit: at the top dose activation, actives largely listed as activators; hit rate 0.02% among 420,000; further: potency means the concentration at half of the fitted maximal effect; series mostly up to about 76 µM; % of control where 0% means no effect; nearly all actives have a fitted effect of over 35% in size
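Stably transfected U87-MG human glioma cells carrying a GRP78-based luminescent sensor were seeded at 1000 cells/well, pin-dosed with compounds and incubated 16 h. Luciferase reagent was then added, and end-point luminescence was read after 10 min at room temperature.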
D2 antag: antagonists of human D2 dopamine receptor. HEK293 TREx D2 cells, calcium flux, dopamine EC80. inhibition, % at 10 µM. hit rate 2% among 340,000. AID 485344; in the data active means inhibition above about 30%; further: 0% is about no effect
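Tetracycline-induced HEK293 T-REx cells expressing D2 force-coupled to calcium signalling were dye-loaded, exposed to compound for 180 s, then challenged with an EC80 of dopamine; calcium flux was followed kinetically for a further 180 s.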
RGS4 inhibitor: inhibitors of human regulator of G protein signaling 4; Transcreener GDP fluorescence polarization, RGS4-accelerated GTP hydrolysis; Potency, µM (highest dose often 114 µM), inactives show top-dose activity change, negative = inhibition, most hits filed as inhibitors; hit rate 0.039% among 390,000; further: potency means the concentration at half of the fitted maximal effect; on the % scale 0 is the no-effect control and ±100 the full control effect; nearly all actives have a fitted effect of over 75% in size; some results filed as inactive show a strong effect at the top dose
Target sequence (P49798 whole entry, looked up): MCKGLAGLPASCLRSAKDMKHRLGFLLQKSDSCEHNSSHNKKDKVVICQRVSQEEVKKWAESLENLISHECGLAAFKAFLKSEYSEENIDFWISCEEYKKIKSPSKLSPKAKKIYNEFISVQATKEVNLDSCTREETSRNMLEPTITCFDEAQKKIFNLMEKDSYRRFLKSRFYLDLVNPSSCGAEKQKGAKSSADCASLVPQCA
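MLSMR compounds (23 nl, pin-transferred) preincubated 10 min at room temperature with a 500nM (2x) first reagent, then RGS4 at 900nM (2x) plus Transcreener GDP mix added; fluorescence polarization (620/688 nm) read before and after 90 min at 30 °C.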
D2 agonist: activates the human D2 dopamine receptor; activation, % at 2 µM; hit rate 0.53% among 340,000; HEK293 T-REx D2 cells, calcium flux agonist mode;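 active means activation over 3 SD above normal in the single-dose calcium agonist read, cut at about 30% in these data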; further: 0% is about no effect
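Tetracycline-induced HEK293 T-REx cells with force-coupled D2 receptor, plated overnight at 30 C, loaded with no-wash calcium dye. After a 10 s baseline, compound was pin-added and calcium flux read kinetically for 180 s; calcium rises flagged agonists.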
LDHA block: LDHA (human) enzyme inhibition; purified LDHA, NADH/diaphorase-resazurin fluorescence; hits give low values; hit rate 0.15% among 480,000; activity change, % (values are at about 110 or 230 µM); AID 1347041; P00338; in the data active means activity change below about -30%; inconclusive means mostly about -25% to -30%;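 further: plate controls were DMSO wells for no effect and wells without enzyme for full effect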
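Resorufin fluorescence (ex540/em590), read at 0 and 20 min after diaphorase/resazurin addition, reports the NADH left after a 5 min room-temperature reaction of 2 nM human LDH5 with 0.06 mM NADH and 0.2 mM pyruvate.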
12-LOX inh: blocks human arachidonate 12S-lipoxygenase. P18054. purified 12hLO, xylenol orange hydroperoxide absorbance. Potency, µM (titrated, usually from 108 µM), without a hit: top-dose activity change, negative = inhibition, usual class: inhibitors. hit rate 1.1% among 580,000. AID 1671190; further: potency means the concentration at half of the fitted maximal effect; on the % scale 0 is the no-effect control and ±100 the full control effect
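Hydroperoxide product was detected by ferrous iron/xylenol orange as the 573 to 405 nm absorbance ratio. Arachidonic acid at 40 uM (final) was turned over for 30 min at room temperature by 150 nM human 12hLO, pH 7.0 Hepes buffer, after 15 min compound preincubation.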
Vif-A3G inh: inhibitors of Vif-APOBEC3G interaction; Q9HC16; HeLa A3G-eYFP + Vif (tagged APOBEC3G with the HIV-1 protein that degrades it), YFP fluorescence, overnight; Potency, µM (series often up to 46.1 µM), inactives show at the highest dose activity, negative = active, usual class: inhibitors; hit rate 0.076% among 410,000; AID 602310;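 further: potency means the concentration at half of the fitted maximal effect; on the % scale 0 is the no-effect control and ±100 the full control effect; nearly all actives have a fitted effect of over 60% in size; hits raise eYFP signal because A3G escapes Vif-driven loss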
Target sequence (Q9HC16 whole entry, looked up): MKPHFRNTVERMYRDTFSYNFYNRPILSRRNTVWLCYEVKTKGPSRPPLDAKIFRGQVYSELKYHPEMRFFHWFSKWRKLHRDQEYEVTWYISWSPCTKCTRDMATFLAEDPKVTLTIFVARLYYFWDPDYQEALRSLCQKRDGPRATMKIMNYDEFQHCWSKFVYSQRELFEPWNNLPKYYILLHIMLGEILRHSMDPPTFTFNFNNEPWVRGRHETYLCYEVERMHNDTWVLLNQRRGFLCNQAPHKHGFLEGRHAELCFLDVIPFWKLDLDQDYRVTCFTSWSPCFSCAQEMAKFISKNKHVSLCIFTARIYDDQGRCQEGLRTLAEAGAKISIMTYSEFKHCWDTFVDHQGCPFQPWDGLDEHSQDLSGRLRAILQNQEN
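HeLa cells stably expressing Vif and C-terminally eYFP-tagged A3G, seeded overnight at 37 deg C, then exposed to compound by pintool overnight at 37 deg C. Rise in yellow fluorescence (Ex 488/Em 500-530, Acumen) marks blocked Vif-driven A3G degradation.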
ERG-DNA inh: blocks human ERG Ets domain binding to DNA. fluorescence polarization, His-ERG Ets domain / labelled DNA. Potency, µM (top dose mostly 76.9 µM), for inactives: at the top dose FP activity, negative = inhibition, usual class: inhibitors. AID 624246. hit rate 0.028% among 370,000. P11308; active means well fitted inhibition curve with a large enough effect in the polarisation, with a control signal flat; inconclusive means small, poorly fitted or top-dose-only effect, or effect the other way, or a change in a side signal; inactive means no such curve, though single readings can be large or run the other way; the % refers to the polarisation;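 further: polarization taken with two DNA probes labelled with fluorescein and Texas red; potency means the concentration at half of the fitted maximal effect; % of control where 0% means no effect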
Target sequence (P11308 whole entry, looked up, the tested form may be a part): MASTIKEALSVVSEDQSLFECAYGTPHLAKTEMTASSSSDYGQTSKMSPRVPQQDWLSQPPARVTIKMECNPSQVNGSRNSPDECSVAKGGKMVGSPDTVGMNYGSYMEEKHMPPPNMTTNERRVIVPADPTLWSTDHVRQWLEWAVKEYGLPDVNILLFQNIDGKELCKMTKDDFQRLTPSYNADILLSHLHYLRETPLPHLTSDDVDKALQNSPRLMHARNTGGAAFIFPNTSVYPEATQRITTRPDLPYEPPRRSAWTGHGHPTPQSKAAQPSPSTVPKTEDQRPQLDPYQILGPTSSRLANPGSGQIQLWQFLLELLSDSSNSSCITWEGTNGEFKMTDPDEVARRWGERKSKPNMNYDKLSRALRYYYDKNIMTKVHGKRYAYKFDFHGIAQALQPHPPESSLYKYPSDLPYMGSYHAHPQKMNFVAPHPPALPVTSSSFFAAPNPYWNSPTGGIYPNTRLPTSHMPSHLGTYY
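His-tagged ERG Ets domain (1 uM in the protein solution; 300mM KCl, 50mM Tris-HCl, 1mM EDTA, 1mM DTT, pH 7.5) received compound, then a probe mix of 5 nM fluorescein-DNA and 100nM Texas-615-DNA. Fluorescence polarization was read for both dyes.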
Vif-A3F inh: blocks the Vif interaction with APOBEC3F; HeLa A3F-eYFP + Vif (tagged APOBEC3F with the HIV-1 protein that degrades it), YFP fluorescence increase; Potency, µM (highest dose often 46.1 µM), without a hit: at the top dose activity, negative = active; hit rate 0.2% among 390,000; AID 602313; further: potency means the concentration at half of the fitted maximal effect; % of control where 0% means no effect; nearly all actives have a fitted effect of over 65% in size
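Fluorescence increase (Ex 488/Em 500-530) after overnight compound treatment at 37 deg C flags inhibition of Vif-driven A3F-eYFP loss in stable HeLa A3F-eYFP/Vif cells seeded overnight beforehand.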
* hit, by the source's call; u = inconclusive; x = not tested or not shown; & = joins results of further samples; [ ] = dose if it differs, or a comment. Unless noted, the call rests on the fitted dose curve; in most records, active means well fitted curve in the direction sought with a large enough effect; inconclusive means small, poorly fitted or top-dose-only effect, or another doubt; inactive means no such curve, though single readings can be large; an effect the other way counts as inactive or inconclusive. A portion of the library; the hit share may differ from the screen's.

SMILES	Glioma ERSR ind	D2 antag	RGS4 inhibitor	D2 agonist	LDHA block	12-LOX inh	Vif-A3G inh	ERG-DNA inh	Vif-A3F inh
Cc1ccc2[nH]c(=O)c(CN(C(=O)c3cccs3)c3ccccc3)cc2c1	-3%	13	-32%	-2.5	-8	-20%	1%	6%	8%
Cn1c(=O)c2c(O)c([N+](=O)[O-])c(=O)n(C)c2n(C)c1=O	-9%	6	-26%	0.4	6	u	-1%	2%	1%
COCCCNC(=O)CSc1nc(-c2cccc(F)c2)[nH]c1-c1ccccc1	1%	x	-18%	0.4	4	u	-4%	6%	1%
COCCNS(=O)(=O)c1ccc(-c2ccc(C)cc2)cc1	3%	6	23%	-4.9	1	17%	3%	-10%	0%
Cc1ccc(CNS(=O)(=O)c2ccc(Cl)s2)cc1	3%	x	x	x	-8	u	-3%	x	-5%
CC(=O)N(C)c1ccc(NC(=O)N2CCOCC2)cc1	3%	1	-36%	8.2	-6	104%[activator]	0%	-4%	-9%
C[C@H](CO)N1C[C@H](C)[C@@H](CN(C)Cc2ccc(-c3ccccc3)cc2)Oc2ncc(C#C[C@@H](C)O)cc2C1=O	-3%	x	x	x	-2	17%	-1%	x	7%
CN(CCOC(=O)c1ccccc1)Cc1ccccc1	-3%	-13	-7%	-0.3	-1	-5%	0%	-4%	3%
CCOC(=O)c1c(-c2ccccc2)csc1NC(=O)c1ccc(S(=O)(=O)N2CC(C)OC(C)C2)cc1 (stereo not drawn)	-3%	2	-20%	0.8	-3	9%	5%	1%	2%
CC(=O)c1ccc(-c2nnc(CCC(=O)N(C)Cc3cccc4cnccc34)o2)s1	14%	13	-2%	0.9	-19	-8%	3%	-1%	5%
COCCNC(=O)COC(=O)/C=C/c1cnc2ccccc2n1	-3%	-18	-3%	0.2	-1	0%	0%	-4%	-1%
O=C(CSCn1nnc2c(=O)[nH]c(Cc3ccc(F)cc3)nc21)Nc1cccc(C(F)(F)F)c1	-4%	x	-16%	0.3	0	-8%	-1%	1%	5%
CCC(CO)Oc1cc(NCc2ccccn2)c2ncn(C(C)C)c2c1 (stereo not drawn)	-3%	x	2%	x	14	2%	7%	10%	3%
CCc1ccc(S(=O)(=O)Nc2ccc(-c3ccc4nncn4n3)cc2)s1	-2%	-8	2%	-0.3	-3	10%	-4%	9%	2%
CCOc1ccccc1C(=O)Nc1cnn(Cc2ccc(F)cc2)c1	-3%	-10	-9%	0.0	1	0%	-1%	3%	9%
CCCOc1ccc(C(=O)Nc2ccc(S(=O)(=O)N3C[C@@H]4C[C@@H](C3)c3cccc(=O)n3C4)cc2)cc1	0%	-10	-13%	0.5	-2	-28%	-1%	-1%	-3%
COC(=O)CCC(=O)Nc1cccc([N+](=O)[O-])c1	-4%	-1	-9%[56.9 µM]	1.0	-2	0%	-3%	-8%	7%
Cc1c(C(=O)NNC(=O)c2cccnc2)cccc1[N+](=O)[O-]	2%	x	-13%	x	-3	-18%	2%	7%	0%
CC(C)(CO)NC(=O)CCCOc1ccc(Cl)cc1Cl	3%	13	22%	0.1	-8	-13%	-3%	-18%	0%
CC(C)COc1cccc(C(=O)NC(=S)Nc2cccc(NC(=O)c3ccccc3Cl)c2)c1	-2%	-6	-20%	-0.2	-7	28µM*	0%	-19%	-15%
O=C1c2ccccc2C(=O)N1CNc1ccccc1	-1%	1	10%	0.1	1	0%	-2%	-5%	-3%
O=C(NC(n1ccc(=O)[nH]c1=O)C(Cl)(Cl)Cl)C12CC3CC(CC(C3)C1)C2 (stereo not drawn)	-3%	20	-17%	-1.5	-5	-10%	2%	1%	-7%
COc1ccc(N/C(=N\c2nc(C)cc(C)n2)NC(C)=O)cc1OC	4%	-1	-28%	-1.8	5	2%	-3%	-3%	0%
CN(C)S(=O)(=O)N1CCC(CO)(Cc2cccc(C(F)(F)F)c2)CC1	-4%	3	-13%	1.4	-1	3%	0%	1%	11%
CCc1nn(C(C)C(=O)NCCc2ccc(OC)c(OC)c2)c(=O)c2cc3occc3n12 (stereo not drawn)	-1%	-5	2%	-0.9	0	-10%	-1%	5%	2%

2 records picked at random from those above:
SMILES	Glioma ERSR ind	D2 antag	RGS4 inhibitor	D2 agonist	LDHA block	12-LOX inh	Vif-A3G inh	ERG-DNA inh	Vif-A3F inh
COc1ccc(N/C(=N\c2nc(C)cc(C)n2)NC(C)=O)cc1OC	4%	-1	-28%	-1.8	5	2%	-3%	-3%	0%
CCOC(=O)c1c(-c2ccccc2)csc1NC(=O)c1ccc(S(=O)(=O)N2CC(C)OC(C)C2)cc1 (stereo not drawn)	-3%	2	-20%	0.8	-3	9%	5%	1%	2%

Next section
SMILES	Glioma ERSR ind	D2 antag	RGS4 inhibitor	D2 agonist	LDHA block	12-LOX inh	Vif-A3G inh	ERG-DNA inh	Vif-A3F inh
Cc1cccc2sc(N(CCCN(C)C)C(=O)c3ccc(C(=O)c4ccccc4)cc3)nc12	-11%	x	37%[11.4 µM]	x	3	-2%	4%	4%	-5%
CC(NC(=O)COC(=O)C12CC3CC(CC(O)(C3)C1)C2)c1ccccc1 (stereo not drawn)	-4%	x	-30%	x	0	-1%	-1%	7%	u
O=c1c(-c2n[nH]c(=S)o2)cccn1Cc1ccccc1	-1%	-5	u	0.0	4	6%	0%	-5%	1%
O=C(Cn1cnc2ccccc2c1=O)NCCC(=O)Nc1ccc2c(c1)OCCO2	-4%	-38	-12%	-1.5	-2	-18%	-1%	-4%	-1%
COc1ccc(-c2cc3c(c4c2ccn4C)C2CCC3C2)cc1OC (stereo not drawn)	-3%	x	x	x	2	-37%	0%	x	x
Cn1cc(CCC(=O)N2CCCC(C(=O)c3cccc4ccccc34)C2)cn1 (stereo not drawn)	6%	5	-47%	1.1	-7	2%	-2%	-1%	0%
Cc1ccc(CNC(=O)CCn2cnc3ccccc3c2=O)cc1	-3%	x	-4%	-0.1	3	-11%	7%	4%	-1%
CCC(Sc1nc2n[nH]c(C)c2c(=N)n1-c1cccc(Cl)c1)C(=O)NCCOC (stereo not drawn)	-5%	-7	-7%	-0.5	-6	0%	-14%	0%	-11%
COc1cc(C(CC(=O)N2CCCC2)c2c(OC)cc(OC)c3c(-c4ccccc4)cc(=O)oc23)cc(OC)c1OC (stereo not drawn)	-3%&-2%	27	15%&-15%	-1.4	0	u	0%&-7%	10%	6%
CC(=O)Nc1ccc2c(c1)C(=Nc1cccc(C)c1)c1ccccc1-2	3%	x	0%	x	-4	-9%	1%	10%	0%
Cc1ccc(C)c(CSCC(=O)NCc2cccs2)c1	-1%	-4	-27%	-1.0	-3	-2%	-6%	-8%	-2%
COc1ccc(NC(=O)CN(C)C(=O)c2cc3c(cc2Cl)N2CCCCCC2=NS3(=O)=O)cc1	-4%	-5	3%	1.2	-3	7%	0%	-6%	-5%
O=C(Cc1ccc([N+](=O)[O-])cc1)N/N=C/c1ccccc1F	-1%	-7	4%	0.5	-2	3%	2%	6%	-11%
Cc1ccc(C(=O)Cc2nnc(C)s2)cc1	-2%	-3	-43%	-0.4	2	-13%	4%	-4%	-20%
CCOC(=O)c1c(-c2ccc(-c3ccccc3)cc2)csc1NC(=O)C1C2CCC(O2)C1C(=O)O (stereo not drawn)	-5%	-1	-17%[11.4 µM]	0.4	-22	u	-5%	-5%	4%
Cc1ccc(NC(=O)CSc2nc3ccccc3c(=O)n2CCCC(=O)N2CCCC2)cc1	2%	11	-28%	1.8	0	-6%	-20%	-4%	-10%
Cc1ccc(NC(=O)CN2C(=O)NC3(CCc4ccccc43)C2=O)cc1 (stereo not drawn)	1%	-14	22%	-0.7	-4	-18%	-9%	7%	-25%
CCN(CC(=O)Nc1c(F)cccc1F)C(=O)c1cccc(S(=O)(=O)N2CCCCCC2)c1	-4%	-48	6%	0.2	-1	16%	3%	-18%	13%
Cc1cc(N2CCN(c3ccccc3)CC2)nc2ccccc12	2%	-7	-1%	1.2	0	u	-1%	-5%	0%
Cc1c(C(=O)O)sc(S(=O)(=O)N2CCN(C(=O)Cc3ccccc3)CC2)c1C(=O)O	0%	-15	-8%	-0.9	-5	u	-3%	1%	-14%
CCc1ccccc1NC(=O)C1CCCN(c2cnccn2)C1 (stereo not drawn)	-3%	x	-1%	0.5	-1	-14%	-2%	5%	0%
O=C(c1ccc2ccccc2c1)N1CCN(S(=O)(=O)/C=C/c2ccccc2)CC1	-5%	-7	2%	0.1	0	-4%	5%	-6%	-1%
O=C(O)c1cncc(C#Cc2ccccc2)c1	6%	10	3%	-0.3	-6	u	-10%	5%	-11%
O=C(CCCCC(=O)NNC(=O)COc1ccccc1)NNC(=O)COc1ccccc1	-5%	-16	-13%	0.9	-1	0%	4%	-8%	-3%
CC(C)C(=O)Nc1nnc(S(=O)(=O)N2CCc3ccccc32)s1	-1%&-2%	13	-5%&-5%	-0.7&0.5	-14&-9	6%&0%	0%&4%	9%&-3%	-2%&1%
COc1ccc(NC(=O)CSc2nc3sc(C)cc3c(=O)n2C)cc1	-3%	4	-11%	-0.9	-3	-14%	1%	1%	-16%
NC1=NC(=O)CC(C(=O)NCCc2ccccc2)S1 (stereo not drawn)	0%	-12	-5%	0.5	-1	0%[57.4 µM]	2%	10%	-11%
CCOC(=O)CSc1nc2cc(C(F)(F)F)cnc2n1C	-3%	-20	13%	-1.3	-20	0%	0%	3%	-3%
